Source: PubChem (National Center for Advancing Translational Sciences (NCATS))
HT1080NT lethal – qHTS for induction of synthetic lethality in tumor cells producing 2HG: qHTS for the HT-1080-NT fibrosarcoma cell line | HT-1080-NT fibrosarcoma viability, CellTiter-Glo ATP luminescence, 48 h | Potency, µM (highest dose often 46.1 µM), inactives show top-dose activity, negative = less viability, actives largely listed as cytotoxic | 360,000 tested, 1.6% active;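 further: NT is the 2HG producing partner of a matched IDH1 knockdown line; potency means the concentration at half of the fitted maximal effect; 0% = DMSO-treated cells and -100% = media-only wells without cells; nearly all actives have a fitted effect of over 55% in size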
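A 48-hour cytotoxicity screen used HT-1080-NT cells plated 2 hours before compound delivery. ATP-based CellTiter-Glo luminescence measured viability, normalized to DMSO and no-cell controls.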
KB-3-1 tox – qHTS assay for MDR1-selective chemotherapeutics: Primary screen using the parental adenocarcinoma cell KB-3-1 | Potency, µM (doses to about 46.1 µM), inactives show at the highest dose activity change, negative = cytotoxic, most hits filed as cytotoxic | KB-3-1 viability, CellTiter-Glo ATP luminescence, 72 h | 400,000 tested, 1.4% active; further: potency means the concentration at half of the fitted maximal effect; on the % scale 0 is the no-effect control and ±100 the full control effect; nearly all actives have a fitted effect of over 60% in size
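Parental KB-3-1 adenocarcinoma cells in phenol-red-free DMEM with 10% FBS were pin-treated with compounds at several concentrations, incubated 72 h at 37 °C, and viability read by CellTiter-Glo luminescence; concentration-effect curves were fitted after normalization.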
MCF10A rereplic – A quantitative high throughput screen for small molecules that induce DNA re-replication in MCF 10a normal breast cells; MCF 10A DNA re-replication, Hoechst nuclear intensity, 48 h; Potency, µM (series often up to 46.1 µM), for the others: top-dose activity, positive = re-replication, most hits filed as activators; 350,000 tested, 2.9% active; AID 624296, 2012; further: potency means the concentration at half of the fitted maximal effect; % of control where 0% means no effect; nearly all actives have a fitted effect of over 50% in size
ATXN viability – Viability Counterscreen for Primary qHTS for Inhibitors of ATXN expression; S2 cells (HEK-293 line with an ATXN2-luciferase reporter) viability, CellTiter-Fluor protease fluorescence, 24 h; AID 651635, 2014; Potency, µM (series often up to 56.7 µM), actives largely listed as cytotoxic; 400,000 tested, 0.49% active; further: potency means the concentration at half of the fitted maximal effect; nearly all actives have a fitted effect of over 40% in size
SW480 rereplic – A quantitative high throughput screen for small molecules that induce DNA re-replication in SW480 colon adenocarcinoma cells; SW480 DNA re-replication, Hoechst DNA content imaging, 48 h; Potency, µM (series often up to 46.1 µM), for the others: at the top dose re-replication activation, usual class: activators; 340,000 tested, 1.8% active; further: potency means the concentration at half of the fitted maximal effect; % of control where 0% means no effect; nearly all actives have a fitted effect of over 55% in size
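Image-based read-out: total Hoechst fluorescence of nuclei (405 nm excitation, 500-530 nm emission), with hits raising the fraction of high-intensity nuclei. SW480 colon cells incubated 48 hr with compounds at 37 C.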
HT1080 IDH1KD tx – qHTS for induction of synthetic lethality in tumor cells producing 2HG: qHTS for the HT-1080-IDH1KD cell line; HT-1080 IDH1 knockdown viability, ATP luminescence, 48 h; Potency, µM (highest dose often 46.1 µM), inactives show at the top dose activity, negative = toxicity, actives largely listed as cytotoxic; 360,000 tested, 2% active; AID 686971, 2013;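 further: potency means the concentration at half of the fitted maximal effect; 0% = DMSO wells and -100% = cell-free medium wells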
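After a 2 h attachment period, IDH1KD HT-1080 cells took pin-transferred compound for 48 h at 37 °C; ATP-based luminescence after 10 min room-temperature reagent incubation reported viability.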
HepG2 tox – qHTS for Inhibitors of TGF-b: Cytotox Counterscreen | HepG2 CAGA-GFP viability, ATP luminescence, 18 h | Potency, µM (top dose mostly 46.1 µM), inactives show top-dose activity change, negative = cytotoxicity, actives largely listed as cytotoxic | 410,000 tested, 0.76% active; further: potency means the concentration at half of the fitted maximal effect; some results filed as inactive show a strong effect at the top dose
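HepG2 CAGA-GFP cells (1000/well, DMEM with 1% FBS) received compound, then TGF-beta at 500 pg/mL final, and were incubated 18 hours at 37 degrees C. Viability was read by CellTiter-Glo luminescence. Media-only wells were set as complete cell-killing and DMSO as no toxicity.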
IL-1B inflam inh – qHTS for Inhibitors of Inflammasome Signaling: IL-1-beta AlphaLISA Primary Screen; activity change, % at 57.5 µM; 360,000 tested, 4.7% active; THP-1 LPS/ATP IL-1B secretion, AlphaLISA, 16 h; active compounds read low; AID 743279, 2014; in the data active means activity change below about -50%; inconclusive means mostly about -30% to -49%; further: on the % scale 0 is the no-effect control and ±100 the full control effect
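THP-1 cells pretreated 1 hr with compounds (up to 57.5 uM final), then stimulated with LPS (250 ng/mL final) plus ATP (1.25 mM final); secreted IL-1B measured by AlphaLISA after 16 hr, decreased signal indicating inhibition.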
ATXN2 expr inh – Primary qHTS for Inhibitors of ATXN expression. HEK-293 ATXN2-luciferase reporter, luminescence, 24 h. Potency, µM (titrated, usually from 57 µM), for inactives: at the highest dose activity change, negative = inhibition, most hits filed as inhibitors. 360,000 tested, 0.72% active. AID 1745845, 2022; further: potency means the concentration at half of the fitted maximal effect; on the % scale 0 is the no-effect control and ±100 the full control effect; nearly all actives have a fitted effect of over 55% in size
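ATXN2-luciferase reporter cells (luciferase flanked by upstream and downstream ATXN2 gene portions) were treated 24 h at 37 °C with compounds at up to 57 uM. SteadyGlo luminescence gave expression; GF-AFC fluorescence gave viability.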
An asterisk follows results filed as active; i = inactive; ? = inconclusive; . = no result given; [ ] = another dose, or the depositor's remark. Unless noted, the call rests on the fitted dose curve; in most records, active means well fitted curve in the direction sought with a large enough effect; inconclusive means small, poorly fitted or top-dose-only effect, or another doubt; inactive means no such curve, though single readings can be large; an effect the other way counts as inactive or inconclusive.

#	SMILES	HT1080NT lethal	KB-3-1 tox	MCF10A rereplic	ATXN viability	SW480 rereplic	HT1080 IDH1KD tx	HepG2 tox	IL-1B inflam inh	ATXN2 expr inh
1	Cc1cccc(N=Cc2cc3c(cc2[N+](=O)[O-])OCO3)c1	0.3%	16.2%	15.6%	i	9.4%	3.2%	-13.2%	16.3	10.5%
2	C=CCNC(=O)/C(=C\c1ccc([N+](=O)[O-])cc1)NC(C)=O	20.5%	24.2%	3.8%	i	0.3%	21.3%	5.6%	8.4	0.4%
3	CNS(=O)(=O)c1ccc(CNC[C@H]2O[C@@H](n3ccc(N)nc3=O)[C@H](O)[C@@H]2O)cc1	-1.7%	-0.1%	.	i	.	-0.7%	-1.2%	4.5	-2.3%
4	CCOC(=O)C1CCCN(CC(O)COc2ccccc2C(C)=O)C1 (stereo unspecified)	4.7%	5.8%	1.7%	i	-2.7%	1.4%	4.7%	2.1	-1.8%
5	CC(=O)N1CCN(Cc2cc(=O)n3cc(Cl)c(C)c(Cl)c3n2)CC1	5.2%	15.1%	-0.6%	i	-0.8%	19.9%	11.4%	28.7	-5.6%
6	Cc1ccc(OCC(=O)N2CCCCCCC2)cc1	8.6%	-3.5%	15.4%	i	-0.1%[9.22 µM]	10.6%	-28.8%	-8.0	13.2%
7	NC(=O)COC(=O)c1cccc(S(=O)(=O)N2CCCCC2)c1	11.0%	-1.8%	-23.7%	i	17.5%[1.84 µM]	0.7%	4.7%	-13.5	0.6%
8	COc1ccc2[nH]c3c(c(=O)c2c1)CCCC3	?	0.0%	.	i	.	9.1%	-13.7%	10.2	9.6%
9	COc1cccc(C(O)c2cnc(C(C)C)n2C)c1 (stereo unspecified)	1.2%	11.1%	-9.1%	i	11.6%	10.2%	-64.5%	-1.1	-0.3%
10	COc1ccc(-c2noc(CNC(=O)c3cc(OC)c(OC)c(OC)c3)n2)cc1	.	12.0%	.	i	.	.	-16.2%	.	-1.6%
11	O=C(OCc1cc(=O)n2ccsc2n1)c1ccc(O)cc1O	-2.2%[9.24 µM]	-6.7%	-0.5%	i	-19.3%	-2.7%	-0.6%	-26.2	16.6%
12	CC1CC(C)CN(C(=O)C(C)N(C)CC(=O)Nc2ccccc2Cl)C1 (stereo unspecified)	1.2%	0.1%	0.7%	i	0.4%	-0.3%	-10.3%	6.3	-19.2%
13	COc1ccc(CN(C(=O)CSc2nnc(-c3ccc(OC)c(OC)c3)o2)c2ccc(F)cc2)cc1	-17.2%	-3.9%	15.0%	i	13.5%	-9.7%	-10.0%	-1.5	-9.4%
14	O=C(Nc1sc2c(c1C(=O)O)CCCCC2)c1cccs1	-10.1%	?	12.2%	?	-0.1%	-11.0%	-5.2%	-6.5	.
15	CCC(=O)Nc1ccc(-c2cc3ccccc3oc2=O)cc1	17.1%	-4.0%	-5.3%	i	6.8%	18.4%	-6.4%	-10.5	32.9%
16	Cn1ccc2c(-c3cncc4ccccc34)cc3c(c21)C1CCC3C1 (stereo unspecified)	-17.7%	0.0%	.	i	.	-28.3%	-31.6%	11.2	-20.0%
17	CN(Cc1cccs1)C(=O)c1ccc(Cl)c(S(=O)(=O)N2CCCCCC2)c1	?	-7.8%	?	i	3.5%	-14.0%	-2.6%	-9.0	-28.6%
18	CCc1ccc2c(c1)NC(=O)C2(C)Cc1ccc(C(F)(F)F)nc1 (stereo unspecified)	5.2%	0.0%	.	i	.	13.8%	-9.1%	15.0	5.7%
19	NC(=O)CC(NC(=O)c1ccc(Br)cc1)c1ccc(NC2CCCCCC2)c([N+](=O)[O-])c1 (stereo unspecified)	11.7%	?	?	?	-2.4%	-0.5%	0.3%	11.9	-23.6%
20	O=S(Cc1ccc(Cl)cc1)c1ccccc1 (stereo unspecified)	13.2%	-1.3%	1.5%	i	?	6.3%	0.8%	-8.4	59.6%[activator]
21	COc1ccc(-c2c(C#N)c(SCC(=O)Nc3ccc(Br)cc3)nc(C)c2C(=O)Nc2ccccc2)cc1	.	-3.1%	.	?	.	.	-4.4%	.	-0.5%
22	COc1cccc(/C=N/NC(=O)CCn2nnc3ccccc32)c1	19.6%	20.4%	-4.5%	i	5.9%	21.1%	2.2%	-14.6	5.4%
23	CC(C)(C)c1ccccc1NC(=O)c1cc(-c2ccncc2)nc2ccccc12	-18.7%	?	?	i	-17.3%	-12.2%	-12.1%	-26.3	8.8%
24	COc1ccc(N2CCN(CCCNC(=O)C3CCC(CNc4nc(=S)[nH]c5ccccc45)CC3)CC2)cc1 (stereo unspecified)	-13.2%	-23.5%	?	i	9.0%	-10.8%	-9.6%	-6.7	-17.3%
25	Cc1ccccc1C1=C/C(=C(\SS/C(C(=O)c2ccc(OCC(=O)O)c(Cl)c2Cl)=C2\C=C(c3ccccc3C)SS2)C(=O)c2ccc(OCC(=O)O)c(Cl)c2Cl)SS1	-14.3%	1.4%	-13.9%	i	0.8%	-13.1%	7.4%	?	-30.7%
26	Nc1c(-c2ccccc2Cl)cnn1-c1cccc([N+](=O)[O-])c1	-4.1%	-0.4%	-2.1%	.	-3.3%	0.8%	3.4%	-8.6	.
27	Cc1nc2nc(SCC(=O)N(C)Cc3ccccc3)nn2c(C)c1Cc1ccccc1Cl	.	-4.7%	.	?	.	.	-39.8%	.	?
28	CCCN1CCN(CCCNC(=O)CN2C(=O)c3cccnc3Oc3ccc(C)cc32)CC1	3.3%	-9.2%	-0.4%	i	-9.2%	1.0%	-5.4%	4.1	-2.2%
29	O=S(=O)(Cc1ccc(Cl)cc1)N1CCCCCC1	19.8%	-2.6%	3.3%	i	-4.3%	15.8%	-5.6%	-12.5	4.7%
30	CCOc1ccc(-c2nnc3ccc(SCc4ccc(C(=O)OC)o4)nn23)cc1	12.9%	-3.2%	?	?	5.3%	1.3%	-8.0%	-14.8	-8.7%
31	O=[N+]([O-])c1ccc(C2OCCO2)cc1CS(=O)(=O)c1ccccc1	8.1%	18.7%	0.0%	i	-96.2%[inhibitor]	17.4%	4.2%	-0.3	-2.1%
32	CS(=O)(=O)c1ccc2nc(NC(=O)CCNC(=O)c3ccccc3Cl)sc2c1	0.0%	.	-3.6%	i	-7.2%	-6.8%	-23.7%	6.8	3.2%
33	O=C(O)c1cccc(Cn2c(Cl)c(/C=N/NC(=O)c3ccccc3O)sc2=O)c1	1.4%	7.9%	-13.8%	i	-2.5%	0.0%	6.1%	0.0	3.6%
34	Cc1ccc(C)c(C(=O)CCC(=O)Nc2cccnc2)c1	?	14.8%	7.1%	i	-17.6%	26.3%	-1.5%	-17.5	3.7%
35	COc1ccc(NC(=O)C2CCC(=O)N2)cc1 (stereo unspecified)	?	12.6%	3.3%	i	-1.9%	5.6%	-10.2%	1.8	-0.3%
36	C=CCn1c(SCC(=O)N(C(C)CC)C2CCS(=O)(=O)C2)nc2ccccc2c1=O (stereo unspecified)	-3.6%	-5.1%	0.6%	i	-4.7%	1.0%	7.08µM*	-14.5	13.3%
37	Cc1ccsc1C(=O)N1CCCC(CCC(=O)NCc2ccc(F)c(F)c2)C1 (stereo unspecified)	-3.0%	-0.1%	-0.2%	i	-2.1%	0.1%	22.3%	10.9	.
38	CCN(C)C1CN(Cc2cn(Cc3ccc(F)cc3)nn2)S(=O)(=O)C1 (stereo unspecified)	24.6%	20.4%	.	i	.	2.9%	.	21.1	-5.6%
39	CC(=O)N(CCO)Cc1cc2cc(C)cc(C)c2[nH]c1=O	10.1%	12.1%	-0.1%	i	-5.1%	5.7%	-31.6%	18.1	0.1%
40	COCCNC(=O)C1CC2Cn3c(nc4cc(Cl)c(Cl)cc43)C2N1C (stereo unspecified)	6.4%	0.0%	-64.7%[inhibitor]	i	-0.8%	-1.9%	3.0%	0.5	13.0%
41	Cc1ccc(C)c2[nH]c(=O)c(CCNC(=O)c3ccc4c(c3)OCO4)cc12	9.6%	3.7%	-0.7%	i	6.5%	19.1%	4.8%	?	-19.1%
42	COc1cccc(/C=N/Nc2ccc([N+](=O)[O-])cn2)c1O	0.651µM*	5.17µM*	?	?	1.16µM*	1.16µM*	.	-75.6*	8.91µM*

Entries from the list above that contain bromine, in the order listed:
#	SMILES	HT1080NT lethal	KB-3-1 tox	MCF10A rereplic	ATXN viability	SW480 rereplic	HT1080 IDH1KD tx	HepG2 tox	IL-1B inflam inh	ATXN2 expr inh
19	NC(=O)CC(NC(=O)c1ccc(Br)cc1)c1ccc(NC2CCCCCC2)c([N+](=O)[O-])c1 (stereo unspecified)	11.7%	?	?	?	-2.4%	-0.5%	0.3%	11.9	-23.6%
21	COc1ccc(-c2c(C#N)c(SCC(=O)Nc3ccc(Br)cc3)nc(C)c2C(=O)Nc2ccccc2)cc1	.	-3.1%	.	?	.	.	-4.4%	.	-0.5%
